Assay outcomes (PubChem BioAssay)
QS inhibitor: blocks AIP-induced quorum sensing reporter in S. aureus; S. aureus RN6390 RNAIII-GFP reporter, flow cytometry 3 h; inhibition, % at 2 µM; actives 0.3% (n = 24,000); AID 527;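 active means share of bacteria positive for the green fluorescent reporter and its mean brightness both inhibited by 50% or more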;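 further: 0% = AIP-stimulated control and 100% = unstimulated bacteria without AIP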
QS inhibitor GFP MFI %: recorded beside QS inhibitor, whose call it bears; inhibition, %; measured here: inhibition of GFP MFI
The depositor's hits bear a star.

SMILES	QS inhibitor	QS inhibitor GFP MFI %
COc1ccc(C2NC(c3ccc(OC)c(OC)c3OC)C(C)C(=O)C2C)c(OC)c1OC (stereo unspecified)	2	6
COC(=O)c1ccc(CSc2nnnn2Cc2ccccc2)cc1	0	5
C=CCn1c(SCC(=O)NCCCC)nc2scc(-c3ccco3)c2c1=O	2	10
CN(CCCC(=O)Nc1ccncc1)S(=O)(=O)c1ccc(Cl)cc1	2	32
COc1cccc(NC(=O)N2CCN(c3ccc(C(F)(F)F)cn3)CC2)c1	2	2
CCCNc1nc(N2CCOCC2)nc(N2CCOCC2)n1	0	-4
Cc1ccc(-c2nn(-c3ccccc3)cc2/C=C(\C#N)c2cccc(C#N)c2)o1	0	33
O=C(C1CCN(S(=O)(=O)c2cccc3cccnc23)CC1)N1CCN(c2ccccn2)CC1	-1	-26
Cc1cc(C(=O)Nc2c(C)nn(Cc3c(Cl)cccc3Cl)c2C)no1	-9	-52
CC1CCCC(C)N1CCCNC(=O)Cn1cc2c(n1)CCCC2 (stereo unspecified)	-2	-10
CSc1n[nH]c(NCc2ccccc2)n1	2	18
Cc1nc2ccccn2c1C(=O)NCCCN1CCOCC1	0	10
O=C(O)c1cccc(NS(=O)(=O)c2ccc3nnn(O)c3c2)c1	-4	-8
CCCCc1ccc(NC(=O)N[C@H](C(=O)O)C(C)C)cc1	-2	-4
Cc1cc(NC(=O)Cn2c(=O)n(Cc3ccccc3)c(=O)c3ccccc32)no1	-3	-2
CCCOc1ccc2ccccc2c1/C=N/n1cnnc1	1	12
O=C(c1cn(-c2ccccc2)nc1-c1cccs1)N1CCN(c2ccccn2)CC1	2	12
CCOC(=O)N1CCC(C(=O)Nc2ccc(OCC)cc2)CC1	-2	-73
CC(C)N1C(=O)CCC1C(=O)NCc1ccccc1Cl (stereo unspecified)	-6	-18
CCOC(=O)Nc1cc(Br)c2c(c1)OCCO2	-6	-19
O=C(COC(=O)c1cc(S(=O)(=O)N2CCOCC2)cs1)c1ccccc1	-2	5
CCOC(=O)C1CCCN(C(=O)C2CCN(S(=O)(=O)c3cnc[nH]3)CC2)C1 (stereo unspecified)	-6	-5
COc1cccc(-c2nnc3sc(-c4ccc(C)cc4)nn23)c1	-1	3
Cc1cc(C)c(C(=O)Nc2ccc(S(=O)(=O)Nc3onc(C)c3C)cc2)c(C)c1	0	5
CCOc1ccc(C2C(C(=O)OC)=C(C)N=C3SCCC(=O)N32)cc1OCC (stereo unspecified)	-1	-2
O=C(O)c1cccc(COCC(F)(F)C(F)F)c1	-2	-5
O=C(NCc1ccc2c(c1)OCO2)C1CCN(Cc2cnn(-c3ccccc3)c2-n2cccc2)CC1	1	5
O=S(=O)(NCC(c1cccnc1)N1CCN(c2ccccc2)CC1)c1cccs1 (stereo unspecified)	17	31
CCN1CCN(c2ncc(C(=O)N3CCCc4ccccc43)c3ccccc23)CC1	-1	-9
O=C(NCCN1CCOCC1)c1cc(-c2ccc(Cl)cc2)on1	-1	-2
O=C(C1CCC1)N1CCc2cc(S(=O)(=O)N3CCc4ccccc4C3)ccc21	0	0
c1ccc(-c2nc(NC3CC3)nc(-n3ccnc3)n2)cc1	6	-21
CCOC(=O)C1CCCN(C(=O)Cn2ncc3c(=O)oc4ccc(C)cc4c32)C1 (stereo unspecified)	0	6
CCC1CCCCN1CCCNC(=O)C1CCN(S(=O)(=O)N2CCCCC2)CC1 (stereo unspecified)	-1	1
CCSc1nnc(NC(=O)CSc2nccn2-c2cccc(C)c2)s1	8	23
CC1Cc2ccccc2N1C(=O)CCS(=O)(=O)c1cccc2nonc12 (stereo unspecified)	3	17
CCOC(=O)N1CCN(S(=O)(=O)c2cccc3nsnc23)CC1	-3	-11
CCN(Cc1ccccc1)C(=O)CC1Oc2ccccc2NC1=O (stereo unspecified)	0	-11
O=C1c2cccc3cccc(c23)C(=O)N1c1cccnc1	-2	0
C=CCn1c(N)c(C(=O)Nc2ccccc2OC)sc1=S	14	30
CCOC(=O)Cn1cnc2c(nnn2-c2ccc(C)cc2)c1=O	-2	-1
CCn1cc(SCC(=O)NCC2CCCO2)c2ccccc21 (stereo unspecified)	-1	3
CCOc1ccc(NC(=O)C(C)Sc2nnc(C)n2C)cc1 (stereo unspecified)	0	25
Cc1ccc(Cn2c(SCC(N)=O)nc3c2c(=O)n(C)c(=O)n3C)cc1	1	19
Cn1ccnc1Sc1nnnn1-c1ccccc1	-1	-1
CCCCOC(=O)C1=C(C)Nc2ncnn2C1c1ccc(OC)c(OC)c1OC (stereo unspecified)	6	20
O=C1CCCCCC1C1(O)C(=O)Nc2ccccc21 (stereo unspecified)	0	3
CC1(C)CC(=O)C2=C(C1)N(c1ccccc1)C(N)=C(C#N)C2c1cccnc1 (stereo unspecified)	7	12
O=C(NCc1cccnc1)C1CCN(S(=O)(=O)N2CCC3(CC2)OCCO3)CC1	-17	-32
O=C(O)C1CCC(=O)N1C1CCCC1 (stereo unspecified)	-1	7
COCCOC(=O)C1=C(C)Nc2ncnn2C1c1ccc(F)cc1 (stereo unspecified)	0	-2
COc1ccc(NC(=O)N(CCC(C)C)C(C)c2ccccn2)c(OC)c1 (stereo unspecified)	-3	-10
CC(=O)N(CC(=O)Nc1nn(-c2ccccc2)nc1C(N)=O)Cc1ccccc1	-1	-3
CCN(CC)CCOc1cccc(C(C)C)c1	-1	5
COC(=O)c1ccc(CN(c2ccccc2OC)S(=O)(=O)c2cccs2)o1	-1	-16
Cc1cc(N2CCC(N(C)C3CCCC3)CC2)nc2cc(O)ccc12	0	1
COc1nc(Nc2ccc(O)cc2)nc(OC(C(F)(F)F)C(F)(F)F)n1	-1	-6
CCOC(=O)N1CCN(C(=O)c2ccc(CS(=O)(=O)c3ccccc3OC)o2)CC1	4	26
COc1ccccc1-c1nc2n(n1)C(c1cccs1)C(C(=O)Nc1cccnc1)=C(C)N2 (stereo unspecified)	5	8
Cc1ccc(C)c(NC(=O)C2CCC(C)(C(=O)O)C2(C)C)c1 (stereo unspecified)	-1	72

Following part.
SMILES	QS inhibitor	QS inhibitor GFP MFI %
CCN(CC)S(=O)(=O)c1ccc(C(=O)OCCN2C(=O)CCC2=O)cc1	-2	-8
Cc1ccc(-c2nnn(CC(=O)N(CC(=O)NCC3CCCO3)c3ccccc3)n2)o1 (stereo unspecified)	-1	20
CCOC(=O)c1[nH]c(C)c(CN(Cc2ccco2)C(=O)C(F)(F)F)c1C	-4	-33
COCCNC(=O)c1ccc(Cl)c(Cl)c1	0	-2
COc1cccc(N2CCN(Cc3cccnc3)CC2)c1	0	-4
Cc1ncoc1C(=O)Nc1ccccc1C(N)=O	0	22
O=C(Cn1cccc1)N1CCc2ccccc21	-1	2
Cc1oc(-c2cccc(Cl)c2)nc1CN1CCC(C(=O)NCc2cccnc2)CC1	-3	-8
Cc1ccc(Nc2cc(-n3nc(C)cc3C)ncn2)cc1	2	8
Cc1ccc(S(=O)(=O)n2nc(OC(=O)C(C)(C)C)cc2N)cc1	-5	-5
CCCS(=O)(=O)N1CCC(C(=O)NCCc2ccc(C)cc2)CC1	-2	-8
CCOc1ccccc1NC(=O)c1cnc2n(c1=O)CCS2	0	4
O=C(Cn1cc2c(n1)CCCC2)NC1CCN(Cc2ccccc2)CC1	2	11
CCn1c(SCc2cc(=O)[nH]c3ccccc23)nc2c1c(=O)n(C)c(=O)n2C	0	10
COc1cccc(C2c3c(oc4cc(C)c(C)cc4c3=O)C(=O)N2CCCN(C)C)c1 (stereo unspecified)	-2	-25
CCCSc1nnc2nc(C)cc(C)n12	0	35
Cc1cccc(C)c1NC(=O)CC(NCc1ccco1)C(=O)O (stereo unspecified)	1	-8
COc1ccccc1CNC(=O)C(C)NS(=O)(=O)c1ccccc1 (stereo unspecified)	0	1
CCc1cccc(NC(=O)Cn2cc3c(n2)CCCC3)c1	0	5
C[N+](C)(C)CCOP(=O)([O-])OC[C@H](O)CO	0	-1
COc1ccc(NC(=O)c2oc3ccccc3c2NC(=O)C2CC2)cc1	9	35
Cc1occc1C(=O)N1CCN(c2ncccn2)CC1	0	6
CC[n+]1ccc(C)c2cc(S(=O)C(F)(F)F)ccc21 (stereo unspecified)	4	25
CC1(C)CC(=O)C(C(=O)CCCCC(=O)C2C(=O)CC(C)(C)CC2=O)C(=O)C1	-1	-3
CCN(CC)C(=O)c1cc2c(=O)n3cccc(C)c3nc2n1C	-6	-28
CC(C)OC(=O)C(CC(=O)O)NCc1ccccc1 (stereo unspecified)	2	-1
COCCN(C(=O)CCC(=O)Nc1ccccn1)C(C(=O)NC1CCCC1)c1ccc(OC)cc1 (stereo unspecified)	1	21
CCN(CC)CCNC(=O)c1ccc(CS(=O)(=O)c2ccc(Br)cc2)o1	-2	12
Cc1ccccc1CN1CCN(C(=O)c2cccc(F)c2)CC1	0	-11
O=C(Nc1cccnc1)C1(F)C(F)(F)C(F)(F)C(F)(F)C(F)(F)C1(F)F	-2	-2
CCCCN(CCCNC(=O)C1CCN(S(=O)(=O)N2CCOCC2)CC1)Cc1ccccc1	-1	-10
Cc1ccc(C)c(N2C(=O)CN=C2Nc2ccccc2Cl)c1	0	1
COc1ccccc1NC(=O)CSc1nc2ccccc2n1C(C)=O	8	20
COc1ccc(CNC(C)C2COc3ccccc3O2)c(OC)c1 (stereo unspecified)	-6	-8
Cc1ccc(OCC(=O)Nc2oc(-c3ccccc3)c(-c3ccccc3)c2C#N)cc1	0	10
CCN1CCCC1CNC(=O)Cn1cc2c(n1)CCC(C)C2 (stereo unspecified)	-3	-4
CN=C(Nc1ccc2c(c1)OCO2)SC1CC(=O)N(c2ccccc2)C1=O (stereo unspecified)	-1	5
CC1CC(C)CN(CCCNC(=O)c2cn(C)c3ccc(S(=O)(=O)N4CCCC4)cc3c2=O)C1 (stereo unspecified)	-8	-40
CCCc1nc(N2CCN(C)CC2)c2sc(=S)n(-c3ccccc3)c2n1	11	26
Cn1cnc2c(sc3nc(N4CCOCC4)c4c(c32)CC(C)(C)OC4)c1=O	5	24
N=c1n(CCN2CCCCC2)c2ccccc2n1CC(O)COc1ccccc1 (stereo unspecified)	2	5
O=C(NCN1C(=O)C2C3C=CC(C3)C2C1=O)Nc1nncs1 (stereo unspecified)	-6	-3
CCOc1ccc(NC(=O)C2CCCN(S(=O)(=O)c3c(C)nn(C)c3C)C2)cc1 (stereo unspecified)	96*	81*
CCOC(=O)C1CCCN(S(=O)(=O)c2cccs2)C1 (stereo unspecified)	-2	-2
CCN(CCCNC(=O)CN(C)S(=O)(=O)c1cccc2nsnc12)c1ccccc1	4	1
Clc1ccc(Cl)c(-c2nn3c(Cn4cnc5ccccc54)nnc3s2)c1	1	-3
Nc1nonc1-n1nncc1-c1ccccc1	-5	-20
CN1C(C(=O)Nc2ccccn2)=C(O)c2ccccc2S1(=O)=O	-2	-10
CCSc1oc(-c2ccco2)nc1S(=O)(=O)c1ccccc1	1	1
O=C(CN1CCOCC1)N1CCN(S(=O)(=O)c2ccccc2)C1c1ccccc1 (stereo unspecified)	-1	0
C=CCn1c(CC#N)nnc1N1CCOCC1	0	12
COc1ccc(CNc2nc(NCc3ccc(OC)cc3)n(S(C)(=O)=O)n2)cc1	0	-5
COCC(=O)Nc1c(C(=O)Nc2ccccc2OC)oc2ccccc12	0	8
CCn1c(SCC(=O)Nc2cc(C)ccc2C)nc2c(c1=O)SC(C)C2 (stereo unspecified)	-2	-32
O=C(NC1=NCCS1)C1Cc2ccccc2CN1C(=O)c1ccccc1 (stereo unspecified)	2	11
C=CCc1ccc(OCCCCCN2CCOCC2)c(OC)c1	0	4

Some of the entries so far, with two lines to a compound:
Values run as follows: QS inhibitor | QS inhibitor GFP MFI %
CN=C(Nc1ccc2c(c1)OCO2)SC1CC(=O)N(c2ccccc2)C1=O (stereo unspecified)
  -1 | 5
CC1CC(C)CN(CCCNC(=O)c2cn(C)c3ccc(S(=O)(=O)N4CCCC4)cc3c2=O)C1 (stereo unspecified)
  -8 | -40
CCCc1nc(N2CCN(C)CC2)c2sc(=S)n(-c3ccccc3)c2n1
  11 | 26
Cn1cnc2c(sc3nc(N4CCOCC4)c4c(c32)CC(C)(C)OC4)c1=O
  5 | 24
N=c1n(CCN2CCCCC2)c2ccccc2n1CC(O)COc1ccccc1 (stereo unspecified)
  2 | 5
O=C(NCN1C(=O)C2C3C=CC(C3)C2C1=O)Nc1nncs1 (stereo unspecified)
  -6 | -3
CCOc1ccc(NC(=O)C2CCCN(S(=O)(=O)c3c(C)nn(C)c3C)C2)cc1 (stereo unspecified)
  96* | 81*
CCOC(=O)C1CCCN(S(=O)(=O)c2cccs2)C1 (stereo unspecified)
  -2 | -2
CCN(CCCNC(=O)CN(C)S(=O)(=O)c1cccc2nsnc12)c1ccccc1
  4 | 1
Clc1ccc(Cl)c(-c2nn3c(Cn4cnc5ccccc54)nnc3s2)c1
  1 | -3
Nc1nonc1-n1nncc1-c1ccccc1
  -5 | -20
CN1C(C(=O)Nc2ccccn2)=C(O)c2ccccc2S1(=O)=O
  -2 | -10
CCSc1oc(-c2ccco2)nc1S(=O)(=O)c1ccccc1
  1 | 1
O=C(CN1CCOCC1)N1CCN(S(=O)(=O)c2ccccc2)C1c1ccccc1 (stereo unspecified)
  -1 | 0
C=CCn1c(CC#N)nnc1N1CCOCC1
  0 | 12
COc1ccc(CNc2nc(NCc3ccc(OC)cc3)n(S(C)(=O)=O)n2)cc1
  0 | -5
COCC(=O)Nc1c(C(=O)Nc2ccccc2OC)oc2ccccc12
  0 | 8
CCn1c(SCC(=O)Nc2cc(C)ccc2C)nc2c(c1=O)SC(C)C2 (stereo unspecified)
  -2 | -32
O=C(NC1=NCCS1)C1Cc2ccccc2CN1C(=O)c1ccccc1 (stereo unspecified)
  2 | 11
C=CCc1ccc(OCCCCCN2CCOCC2)c(OC)c1
  0 | 4

This is a subset; count on the stated rates, not on these rows.
